# tuberculosis growth – growth inhibition of non-replicating M. tuberculosis (AID 488890) | Mycobacterium tuberculosis non-replicating, growth inhibition; higher % means a stronger effect | one-dose inhibition, % at 25 µM; IC50 in µM for titrated hits | 320,000 compounds, 0.39% hits; in the data active means a potency from the dose series; inconclusive means inhibition mostly from about 82% at the one dose, without a potency; inactive means the rest, 99 in 100 with inhibition below about 76%;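 further: plate controls were DMSO cells for no effect and high antibiotic wells for full effect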
# Salmonella PhoP GFP – PhoP regulon inhibitors, Salmonella typhi PhoP promoter GFP reporter, confirmatory (AID 1850). Salmonella Typhi PhoP-promoter GFP reporter, fluorescence, 4 h; higher % means a stronger effect. one-dose inhibition, % at 50 µM; IC50 in µM for titrated hits. 310,000 compounds, 0.33% hits; in the data active means a potency from the dose series; inconclusive means inhibition mostly from about 25% at the one dose, without a potency; inactive means the rest, 99 in 100 with inhibition below about 19%;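 further: 0% = induced wells with vehicle and 100% = uninduced wells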
# inhibitors of VEEV – inhibitors of VEEV TC-83 cytopathic effect, confirmation, Vero cells (AID 588727); Vero cells, VEEV TC-83 cytopathic effect inhibition; higher % means a stronger effect; one-dose inhibition, % at 20 µM; IC50 in µM for titrated hits; 350,000 compounds, 0.13% hits; in the data active means a potency from the dose series; inconclusive means inhibition mostly from about 14% at the one dose, without a potency; inactive means the rest, 99 in 100 with inhibition below about 12%; further: strong numbers were not always called active
# M. tuberculosis HTS – M. tuberculosis growth inhibition, HTS (AID 449762); M. tuberculosis H37Rv growth inhibition, 7H9 media; higher % means a stronger effect; inhibition, % at 25 µM; hits with a dose series show IC50 in µM; 330,000 compounds, 0.59% hits; in the data active means a potency from the dose series; inconclusive means inhibition above about 70% without an active follow-up result;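 further: bacterial growth assessed after seven days of incubation; strong numbers were not always called active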
# influenza NS1A – H1N1 influenza NS1A inhibitors, functional cell based assay (AID 504329). NS1A functional cell-based assay, percent inhibition; higher % means a stronger effect. inhibition, % at 12.5 µM, or IC50 in µM where a hit was titrated. 340,000 compounds, 0.3% hits; in the data active means a potency from the dose series; inconclusive means inhibition above about 27% without an active follow-up result; further: strong numbers were not always called active
# inhibitors of VEEV 10K pilot screen – further read-out of inhibitors of VEEV, marked with its call; inhibition, %; measured here: 10K pilot screen inhibition
# An asterisk follows results filed as active; i = inactive; ? = inconclusive; . = not tested or not shown.
# Start of the data: the first three entries (preview)
SMILES,tuberculosis growth,Salmonella PhoP GFP,inhibitors of VEEV,M. tuberculosis HTS,influenza NS1A,others
CCC(C(=O)Nc1cc(C)cc(C)n1)c1ccccc1 (centres undefined),23%,1%,1.6%,8%,.,
Cc1cc(=O)oc2cc(OCC(=O)N3CCN(C(=O)C4COc5ccccc5O4)CC3)c(Cl)cc12 (centres undefined),5%,-4%,5.5%,68%,-9%,
COc1cc(Cl)c(C)cc1NC(=O)COC(=O)c1cc[n+]([O-])cc1,9%,2%,1.9%,-3%,8%,

# This part in full, from the first entry:
SMILES,tuberculosis growth,Salmonella PhoP GFP,inhibitors of VEEV,M. tuberculosis HTS,influenza NS1A,others
CCC(C(=O)Nc1cc(C)cc(C)n1)c1ccccc1 (centres undefined),23%,1%,1.6%,8%,.,
Cc1cc(=O)oc2cc(OCC(=O)N3CCN(C(=O)C4COc5ccccc5O4)CC3)c(Cl)cc12 (centres undefined),5%,-4%,5.5%,68%,-9%,
COc1cc(Cl)c(C)cc1NC(=O)COC(=O)c1cc[n+]([O-])cc1,9%,2%,1.9%,-3%,8%,
CCOC(=O)COc1ncn(-c2ccccc2)n1,11%,-7%,i,-3%,-7%,
Fc1ccc(Nc2nc(-c3ccncc3)nc3ccccc23)cc1F,-20%,-6%,i,-3%,12%,
COc1ccc(CCN(C)C(=O)c2c(C)nn(-c3ccccc3)c2C)cc1OC,14%,-6%,4.3%,-7%,-2%,
CCCCCCCCC(=O)N/N=C/c1cccc(Br)c1,-26%,-1%,0.1%,4%,-1%,
CCCCNC(=O)Cn1cnc2ccc(S(=O)(=O)N3CCC(C)CC3)cc2c1=O,-10%,5%,0.6%,-6%,-2%,
CCC1CCCCN1CCCNC(=O)c1ccc2c(=O)n(CCOC)c(=O)[nH]c2c1 (centres undefined),-5%,-3%,3.0%,2%,3%,
CCCC(=O)Nc1nnc(/C=C/c2ccc(OC)cc2)s1,5%,-3%,4.0%,-2%,-5%,
Cc1ccc(OCCn2nc3ccccc3n2)c(C)c1,35%,-8%,0.7%,0%,1%,
CC1CC(C)CN(CCC(=O)Nc2ccc3c(c2)CCC3)C1 (centres undefined),-4%,-3%,0.2%,-5%,-5%,
Cc1ccc(NC(=O)CN(C)C(=O)CNC(=O)c2cccs2)cc1,-19%,3%,2.2%,-7%,-4%,
CCNCC(=O)Nc1ccc(N2CCOCC2)cc1,-6%,7%,i,5%,-9%,
O=C(OCC(=O)N1CCOCC1)c1c(Cl)ccc(Cl)c1Cl,53%,0%,i,2%,11%,
C#CCOCCOCCOCCNc1nc(N2CCN(C(=O)C(CCC(=O)O)n3cc(C(N)CC(C)C)nn3)CC2)nc(N2CCN(C(=O)C(Cc3cc4ccccc4[nH]3)n3cc(C(N)Cc4ccc(O)cc4)nn3)CC2)n1 (centres undefined),51%,-1%,i,3%,15%,inhibitors of VEEV 10K pilot screen=1.6
COc1ccc(CCNC(=S)Nc2ccc(C)cc2C)cc1,?,-8%,i,10%,-3%,inhibitors of VEEV 10K pilot screen=2.1
COc1ccc(-c2nc(SC(C)C(=O)NCC3CCCO3)n[nH]2)cc1 (centres undefined),-8%,-2%,7.5%,-3%,-10%,
CN(CC(=O)Nc1ccc(F)c(F)c1F)C(=O)CCCSc1nc2ccccc2[nH]1,0%,-3%,0.9%,0%,-13%,
O=C(N=C1SC2CS(=O)(=O)CC2N1c1ccc(F)cc1F)C1CC1 (centres undefined),7%,7%,0.7%,6%,0%,
O=C(CSc1ccc(Cl)cc1)N1CCOCC1,.,-12%,0.1%,-7%,7%,
CC(=O)Nc1ccc(SC[C@H](C)CN2CC[C@H](O)CCC2=O)cc1,-34%,.,0.1%,-7%,-2%,
CC(=O)c1cccc(OCC(O)CN2CCN(C(=O)c3ccco3)CC2)c1 (centres undefined),-9%,-2%,i,2%,-2%,
Cc1ccc(C(=O)Cn2c(NCCO)nc3ccccc32)cc1,10%,18%,i,-3%,2%,
CCCC(=O)NC1=C(Cl)C(=O)c2ccccc2C1=O,.,.,1.7%,.,5%,
O=C(CSc1nnc(-c2cccnc2)o1)Nc1ccc(Cl)cc1,-14%,-1%,1.6%,-1%,-5%,
O=C(NCCNC(=O)c1ccccn1)c1ccccc1,-5%,-6%,1.9%,9%,-5%,
CCOC(=O)C(C)Oc1cc(C)cc2oc(=O)c3c(c12)CCCC3 (centres undefined),60%,-10%,5.1%,7%,1%,
CCCCNC(=O)CSc1nccn1Cc1ccccc1,-11%,-5%,i,-2%,-3%,
CC(C)(C)C(=O)/C=C1\SCC(=O)N1CC(=O)N1CCN(c2ccccc2)CC1,40%,.,7.3%,7%,-7%,
COc1cc(C(=O)Nn2c(O)c(C3=c4ccccc4=NC3=O)sc2=S)ccc1O,-12%,1%,0.2%,2%,-5%,
COc1cc(C=O)ccc1OCCOCCOc1ccc(Cl)cc1Cl,78%,8%,3.9%,5%,-5%,
CC(=O)c1cccc(NC(=O)COc2ccccc2)c1,.,-1%,1.6%,4%,-25%,
COc1ccc(N(CC(=O)N2CCOCC2)S(C)(=O)=O)c(OC)c1,-5%,0%,0.4%,3%,-16%,
Cc1c(C(=O)Nc2ccccc2N2CCN(C)CC2)oc2ccc(F)cc12,.,.,5.8%,.,19%,
COc1cccc(CNC(=O)CCC2CCCN(C(=O)c3csc(C(C)C)n3)C2)c1 (centres undefined),19%,5%,0.7%,4%,1%,
CCOC(=O)C1CCN(C(=O)c2cccc(NS(=O)(=O)c3ccc(Br)cc3)c2)CC1,24%,.,4.6%,-12%,-1%,
O=C(CNC(=O)C(c1ccccc1)c1ccccc1)OCC(=O)c1cccs1,24%,-6%,i,-7%,24%,
Cc1ccc(CN2CCN(CC(=O)N/N=C/c3ccc(C)o3)CC2)cc1,-12%,4%,0.1%,-13%,0%,
O=C(C1=C(O)C(=O)N(CCCn2ccnc2)C1c1cccc(Br)c1)c1ccco1 (centres undefined),-2%,13%,1.1%,-2%,18%,
O=C(/C=C/c1ccccc1)NC(=S)NNC(=O)c1ccco1,4%,9%,0.3%,3%,21%,
COc1ccc(CNC(=O)COC(=O)c2cnccn2)cc1,3%,-10%,i,-13%,-5%,
CN(C)C(=O)CSc1nc(-c2ccccc2)nc2c1CCCC2,-1%,4%,1.7%,-2%,0%,
COc1ccccc1C(CNC(=O)CCNS(=O)(=O)c1ccc(Br)cc1)N1CCCC1 (centres undefined),.,.,0.9%,.,2%,
CC(C)c1ccc(OCc2ccc(C(=O)N3CCCC3)o2)cc1,77%,7%,i,8%,0%,
O=C(NCc1cccnc1)Nc1ccc(F)cc1F,-2%,-5%,3.5%,2%,-1%,
COc1ccc(S(=O)(=O)N2CCC(C(=O)c3ccc4c(c3)OCCO4)CC2)cc1,14%,-12%,i,-8%,6%,
O=C(Nc1ccc(N2CCOCC2)cc1)c1cccnc1,-7%,9%,1.2%,4%,3%,
Cc1cccc(-n2c(Cc3ccccc3)n[nH]c2=S)c1,-17%,9%,1.5%,-5%,-17%,
Cc1[nH]c(=O)c(C(=O)c2ccccc2O)cc1C(=O)O,-12%,5%,i,-5%,-4%,
Cc1ccc(C)c(NC(=O)CCN2C(=O)C3CC=CCC3C2=O)c1 (centres undefined),-18%,.,0.5%,-11%,-6%,
Cc1csc(NC(=O)CSc2ccc3nnc(CCNS(=O)(=O)c4ccccc4)n3n2)n1,26%,-3%,i,3%,-4%,
CN(CC(=O)Nc1ccc(Cl)c(C(F)(F)F)c1)C(=O)CCCc1nc2ccccc2c(=O)[nH]1,26%,.,0.3%,6%,-8%,
CC1(C(=O)NC2CCCC2)CCC(=O)N1CCC1=CCCCC1 (centres undefined),-1%,11%,0.4%,-5%,-17%,
Cc1cc(=O)[nH]c(SCC(=O)Nc2nnc(CC(C)C)s2)n1,12%,-17%,0.8%,-5%,-8%,
COc1ccc(C)cc1NC(=O)CCCN1C(=O)CN(C)C1=O,3%,.,0.8%,4%,-11%,
O=C(NCc1cccs1)c1ccncc1,19%,6%,0.8%,-7%,0%,
C=CCNc1nc2c(c(=O)n(C)c(=O)n2C)n1Cc1ccc(F)cc1,.,-3%,0.7%,5%,2%,
Cn1c(N)c(C(=O)CSc2nnc(-c3ccccc3F)n2N)c(=O)n(C)c1=O,11%,-7%,i,8%,-5%,
O=C(CNC(=S)N(CCCN1CCOCC1)Cc1cccs1)NCCN1CCOCC1,-23%,-3%,0.3%,-6%,9%,inhibitors of VEEV 10K pilot screen=0.0
# (continued)
SMILES,tuberculosis growth,Salmonella PhoP GFP,inhibitors of VEEV,M. tuberculosis HTS,influenza NS1A,others
CCNC(=O)CC1C(=O)N(c2ccccc2)C(=O)N1Cc1ccc(OC)cc1 (centres undefined),1%,3%,2.6%,-2%,18%,
CC(C)COc1ccc(CNC(=S)Nc2ccccc2)cc1Cl,?,8%,i,0%,-21%,
O=C(CCNS(=O)(=O)c1ccc(Br)cc1)NCc1cccs1,13%,-14%,0.7%,0%,-6%,
COc1cccc(-c2cc(C(F)(F)F)n3ncc(C(=O)NCC4CCCO4)c3n2)c1 (centres undefined),18%,13%,6.5%,-1%,8%,
COC(=O)Cn1c(=NC(=O)c2nc3ccccc3s2)sc2cc(S(N)(=O)=O)ccc21,-2%,-3%,1.0%,4%,-3%,
CC(=O)c1cc(F)c(N2CCN(C(=O)C(C)(C)C)CC2)cc1C,6%,1%,0.6%,-8%,2%,
O=C(NC1CCCCCCC1)c1cc([N+](=O)[O-])ccc1Cl,33%,-6%,1.6%,4%,3%,
CCN(CC)CCN(C(=O)c1cccc(N2C(=O)CCC2=O)c1)c1nc2cc3c(cc2s1)OCO3,-6%,6%,0.2%,5%,-4%,

# Sorted by heavy-atom count (smallest number first): some entries from above.
SMILES,tuberculosis growth,Salmonella PhoP GFP,inhibitors of VEEV,M. tuberculosis HTS,influenza NS1A,others
O=C(NCc1cccs1)c1ccncc1,19%,6%,0.8%,-7%,0%,
O=C(NCc1cccnc1)Nc1ccc(F)cc1F,-2%,-5%,3.5%,2%,-1%,
Cc1[nH]c(=O)c(C(=O)c2ccccc2O)cc1C(=O)O,-12%,5%,i,-5%,-4%,
O=C(Nc1ccc(N2CCOCC2)cc1)c1cccnc1,-7%,9%,1.2%,4%,3%,
Cc1cc(=O)[nH]c(SCC(=O)Nc2nnc(CC(C)C)s2)n1,12%,-17%,0.8%,-5%,-8%,
COc1ccc(C)cc1NC(=O)CCCN1C(=O)CN(C)C1=O,3%,.,0.8%,4%,-11%,
Cc1ccc(C)c(NC(=O)CCN2C(=O)C3CC=CCC3C2=O)c1 (centres undefined),-18%,.,0.5%,-11%,-6%,
C=CCNc1nc2c(c(=O)n(C)c(=O)n2C)n1Cc1ccc(F)cc1,.,-3%,0.7%,5%,2%,
Cn1c(N)c(C(=O)CSc2nnc(-c3ccccc3F)n2N)c(=O)n(C)c1=O,11%,-7%,i,8%,-5%,
COc1ccc(S(=O)(=O)N2CCC(C(=O)c3ccc4c(c3)OCCO4)CC2)cc1,14%,-12%,i,-8%,6%,
COC(=O)Cn1c(=NC(=O)c2nc3ccccc3s2)sc2cc(S(N)(=O)=O)ccc21,-2%,-3%,1.0%,4%,-3%,
O=C(CNC(=S)N(CCCN1CCOCC1)Cc1cccs1)NCCN1CCOCC1,-23%,-3%,0.3%,-6%,9%,inhibitors of VEEV 10K pilot screen=0.0
Cc1csc(NC(=O)CSc2ccc3nnc(CCNS(=O)(=O)c4ccccc4)n3n2)n1,26%,-3%,i,3%,-4%,
CN(CC(=O)Nc1ccc(Cl)c(C(F)(F)F)c1)C(=O)CCCc1nc2ccccc2c(=O)[nH]1,26%,.,0.3%,6%,-8%,
CCN(CC)CCN(C(=O)c1cccc(N2C(=O)CCC2=O)c1)c1nc2cc3c(cc2s1)OCO3,-6%,6%,0.2%,5%,-4%,

# Bioassay records as filed in PubChem.
